Screening results from PubChem.
Mito fusion act – qHTS Assay for Small Molecule Inhibitors of Mitochondrial Division or Activators of Mitochondrial Fusion | S. cerevisiae fusion-defective mutant growth rescue, CellTiterGlo 48 h | Potency, µM (series often up to 46.1 µM), without a hit: top-dose growth rescue (activation), actives largely listed as activators | 320,000 tested, 0.23% active | AID 485298, 2010;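 also: potency is read from the fitted curve at half-maximal effect; % of control where 0% means no effect; nearly all actives have a fitted effect of over 45% in size; temperature-sensitive fusion mutants such as fzo1-1 at 37 °C on non-fermentable ethanol glycerol medium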
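Yeast fusion mutant, YPEG (non-fermentable carbon), compound, 48 h at 37C non-permissive; CellTiterGlo added, 10 min RT, luminescence read. Rescued growth = division inhibition.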
VP16 counter – VP16 counterscreen qHTS for inhibitors of ROR gamma transcriptional activity; Potency, µM (series often up to 53.6 µM), for the others: at the top dose activity, negative = inhibition, hits mostly inhibitors; AID 2546, 2010; Drosophila S2 Gal4-VP16 UAS-luciferase, luminescence, 20 h; 310,000 tested, 3.5% active;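 also: Gal4-VP16 expression switched on by copper sulfate through the metallothionein promoter; potency is read from the fitted curve at half-maximal effect; % is scaled to controls: 0 for no effect and ±100 for the full control effect; nearly all actives have a fitted effect of over 50% in size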
FLuc counter – qHTS profiling assay for firefly luciferase inhibitor/activator using purifed enzyme and Km concentrations of substrates (counterscreen for miR-21 project); Luciferin 4-monooxygenase (Photinus pyralis), P08659; Potency, µM (series often up to 57.5 µM), inactives show top-dose activity change, negative = inhibition, most hits filed as inhibitors; 360,000 tested, 6.9% active; purified FLuc, Km substrates, luminescence inhibition;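 also: potency is read from the fitted curve at half-maximal effect; plate controls were vehicle for no effect and reference inhibitor for full effect; nearly all actives have a fitted effect of over 55% in size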
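Biochemical qHTS of compounds, final roughly 60 µM downward over six points, against 10 nM purified firefly luciferase using Km concentrations of substrates (10 uM D-luciferin, 10 uM ATP) in Tris acetate pH 7.5 buffer; luminescence output.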
KCNH2 3.1 inh – qHTS for Inhibitors of KCHN2 3.1: Mutant qHTS. Potassium voltage-gated channel subfamily H member 2, brain isoform KCNH2 3.1 (human). U2OS KCNH2 3.1, thallium flux FluxOr; hits give low values. activity change, % (tested at about 1.8 µM). 340,000 tested, 0.95% active;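 active = maximum activity change below -70%; inconclusive = maximum activity change from -70% to -50%; inactive = maximum activity change above -50%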;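 also: thallium influx rate constant from kinetic fluorescence after stimulation buffer; % is scaled to controls: 0 for no effect and ±100 for the full control effect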
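Kinetic fluorescence (2 min after stimulation buffer) measures Tl+ influx through KCNH2 3.1 expressed by viral transduction in U2OS cells; the rate constant is normalized against DMSO controls serving as positive and negative references.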
MBNL1-CUG inh – qHTS Assay for Inhibitors of MBNL1-poly(CUG) RNA binding; Muscleblind-like protein 1 (Homo sapiens), Q9NR56; TR-FRET MBNL1-His/biotin-(CUG)12 binding, 665/545 ratio; Potency, µM (doses to about 57.5 µM), for inactives: at the highest dose activity change, negative = inhibition, actives largely listed as inhibitors; 280,000 tested, 0.036% active; AID 2675, 2010; active = well fitted inhibition curve with a large enough effect in the signal ratio, with a control signal flat, not every such curve was filed as active; inconclusive = small, poorly fitted or top-dose-only effect, or effect the other way, or a change in a side signal; inactive = no such curve, though single readings can be large or run the other way; the % refers to the signal ratio; also: potency is read from the fitted curve at half-maximal effect; % is scaled to controls: 0 for no effect and ±100 for the full control effect
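TR-FRET readout: Ex 340 nm, 665/545 nm emission ratio, normalized to buffer-only (basal) and MBNL1-(CUG)12 controls. Complex of MBNL1-His with Biotin-(CUG)12, compounds 92 nM–58 uM, incubated 60 min at room temperature.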
RORgamma inh – qHTS for inhibitors of ROR gamma transcriptional activity; 310,000 tested, 5.4% active; AID 2551, 2010; Drosophila S2 Gal4-RORgamma UAS-luciferase reporter, 20 h; Potency, µM (highest dose often 53.6 µM), without a hit: at the highest dose activity change, negative = inhibition, usual class: inhibitors; Nuclear receptor ROR-gamma (Mus musculus), P51450; also: potency is read from the fitted curve at half-maximal effect; % is scaled to controls: 0 for no effect and ±100 for the full control effect; nearly all actives have a fitted effect of over 60% in size
Target sequence (P51450 whole entry, looked up, the tested form may be a part): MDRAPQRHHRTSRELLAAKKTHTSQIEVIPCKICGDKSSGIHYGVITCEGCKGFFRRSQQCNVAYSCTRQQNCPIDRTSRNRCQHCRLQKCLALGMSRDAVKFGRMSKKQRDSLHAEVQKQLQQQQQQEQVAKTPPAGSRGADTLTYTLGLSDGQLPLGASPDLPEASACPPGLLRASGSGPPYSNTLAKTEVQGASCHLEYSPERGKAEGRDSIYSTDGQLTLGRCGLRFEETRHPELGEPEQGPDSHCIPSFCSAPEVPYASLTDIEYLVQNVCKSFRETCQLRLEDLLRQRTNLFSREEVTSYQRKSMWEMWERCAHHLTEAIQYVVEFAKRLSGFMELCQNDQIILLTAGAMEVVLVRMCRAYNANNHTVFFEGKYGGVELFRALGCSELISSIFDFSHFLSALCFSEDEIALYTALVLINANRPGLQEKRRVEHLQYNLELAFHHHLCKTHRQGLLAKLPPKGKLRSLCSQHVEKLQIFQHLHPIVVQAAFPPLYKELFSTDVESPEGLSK
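Drosophila Schneider cells stably carrying a metallothionein-driven Gal4 DBD–ROR gamma fusion and a UAS-Photinus luciferase reporter were exposed to compound for 1 hr, then induced with copper sulfate (700 uM final) for 20 hr at ambient temperature before luminescence reading.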
PKM2 act – qHTS Assay for Activators of Human Muscle isoform 2 Pyruvate Kinase; Pyruvate kinase PKM (Homo sapiens), P14618; purified PKM2, Kinase-Glo ATP luminescence, activation; response scale: 0% is enzyme alone, no compound; Potency, µM (top dose mostly 57.5 µM), inactives show at the highest dose activation, actives largely listed as activators; 260,000 tested, 0.34% active; AID 1631, 2009; also: potency is read from the fitted curve at half-maximal effect; % is scaled to controls: 0 for no effect and ±100 for the full control effect; nearly all actives have a fitted effect of over 55% in size
Target sequence (P14618 whole entry, looked up, canonical isoform): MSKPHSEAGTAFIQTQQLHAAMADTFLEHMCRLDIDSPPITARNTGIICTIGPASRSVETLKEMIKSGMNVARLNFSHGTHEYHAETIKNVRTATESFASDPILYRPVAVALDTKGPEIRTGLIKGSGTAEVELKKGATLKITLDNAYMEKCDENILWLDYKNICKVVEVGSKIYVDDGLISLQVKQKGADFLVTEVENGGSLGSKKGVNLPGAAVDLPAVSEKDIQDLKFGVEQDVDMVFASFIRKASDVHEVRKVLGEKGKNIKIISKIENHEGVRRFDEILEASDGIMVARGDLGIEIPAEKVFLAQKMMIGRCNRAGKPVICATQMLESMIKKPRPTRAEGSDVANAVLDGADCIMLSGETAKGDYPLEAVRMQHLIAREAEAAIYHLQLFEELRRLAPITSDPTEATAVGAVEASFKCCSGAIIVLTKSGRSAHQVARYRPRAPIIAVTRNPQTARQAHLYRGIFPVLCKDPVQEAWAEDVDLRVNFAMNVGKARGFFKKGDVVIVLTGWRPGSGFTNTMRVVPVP
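Kinase-Glo luminescence reports ATP generated from ADP (0.1 mM) and PEP (0.5 mM) by purified hPK-M2 after 1 h at room temperature, pH 7.2 imidazole buffer; intermediate enzyme activity allows detecting inhibitors and activators.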
ELG1 repair inh – qHTS screen for small molecules that inhibit ELG1-dependent DNA repair in human embryonic kidney (HEK293T) cells expressing luciferase-tagged ELG1; AID 504467, 2011; HEK293T ELG1-luciferase reporter, luminescence, 16 h; DNA damage induced by 5-fluorouridine; 330,000 tested, 2.3% active; Potency, µM (series often up to 46.1 µM), for inactives: at the highest dose activity change, negative = inhibition, usual class: inhibitors; also: potency is read from the fitted curve at half-maximal effect; % is scaled to controls: 0 for no effect and ±100 for the full control effect; nearly all actives have a fitted effect of over 55% in size
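HEK293T cells expressing luciferase-tagged ELG1 (2,000/well) received 5-Fluorouridine plus compound or DMSO for 16 hr at 37 °C. Luciferase was read by ONE-Glo luminescence after 30 min at room temperature.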
Menin MLL FP TR – qHTS Assay for Inhibitors Targeting the Menin-MLL Interaction in MLL Related Leukemias: Competition With Texas Red Labeled MLL-derived Mutant Peptide. Menin + Texas Red MLL mutant peptide, fluorescence polarization. Potency, µM (titrated, usually from 61.6 µM), for the others: at the highest dose FP activity change, negative = inhibition, most hits filed as inhibitors. 270,000 tested, 0.23% active; active = well fitted inhibition curve with a large enough effect in the polarisation, with a control signal flat, not every such curve was filed as active; inconclusive = small, poorly fitted or top-dose-only effect, or effect the other way, or a change in a side signal; inactive = no such curve, though single readings can be large or run the other way; the % refers to the polarisation; also: potency is read from the fitted curve at half-maximal effect; % of control where 0% means no effect; many of its hits are not listed in these tables
NPC1 promoter act – qHTS Assay for NPC1 Promoter Activators. Huh7 NPC1 promoter luciferase reporter, 24 h. Potency, µM (highest dose often 9.22 µM), inactives show top-dose activation, hits mostly activators. 320,000 tested, 2.4% active;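 also: potency is read from the fitted curve at half-maximal effect; % of control where 0% means no effect; nearly all actives have a fitted effect of over 60% in size; reporter is driven by a mutant NPC1 promoter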
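Huh7 cells stably carrying NPC1 promoter–luciferase, plated in Opti-MEM with 10% FBS for 2 h, were exposed to compound in DMSO for 24 h at 37 °C; luciferase reagent was added for 10 min and luminescence read.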
Rab9 prom act – qHTS Assay for Rab9 Promoter Activators. Huh7 Rab9 promoter-luciferase reporter, luminescence, 24 h. 320,000 tested, 2.8% active. Potency, µM (top dose mostly 9.22 µM), for the others: at the highest dose activation, negative = inhibition, most hits filed as activators; also: potency is read from the fitted curve at half-maximal effect; % of control where 0% means no effect; nearly all actives have a fitted effect of over 60% in size
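Luciferase signal after 10 min detection reagent at ambient indicates Rab9 promoter upregulation; stably transfected Huh7 cells were treated 24 h with compound in DMSO at 37 °C, 5% CO2.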
* marks the source's active call; other numbers are inactive results; ? = inconclusive; / = not tested or not shown; [ ] = dose if it differs, or a comment. Unless noted, calls follow the shape of the dose curve; as a rule, active = well fitted curve in the direction sought with a large enough effect; inconclusive = small, poorly fitted or top-dose-only effect, or another doubt; inactive = no such curve, though single readings can be large; an effect the other way counts as inactive or inconclusive. The list is partial; rates above refer to the full screens.

Values run as follows: Mito fusion act | VP16 counter | FLuc counter | KCNH2 3.1 inh | MBNL1-CUG inh | RORgamma inh | PKM2 act | ELG1 repair inh | Menin MLL FP TR | NPC1 promoter act | Rab9 prom act
COC(=O)c1c(CCl)noc1C(=O)NCC1CCCO1 (stereo not given)
 : 0% | -2% | 0% | 16 | -5% | -19% | 4% | 3% | 22% | -7% | 4%
OCC[C@H]1C[C@H](O)[C@@H](O)[C@@]2(CCc3ccccc3O2)O1
 : -4% | / | 0% | -10 | / | / | / | ? | / | 0% | 0%
N#CCSc1nc2c(c(C3CC=CCC3)c1C#N)CCC2 (stereo not given)
 : ? | 3% | 3% | 7 | -3% | -18% | -1% | 7% | -2% | -1% | -4%
Cc1cccc(C)c1NC(=O)CN1C(=O)NC(C)(CCc2ccccc2)C1=O (stereo not given)
 : -5% | 10% | 0% | 3 | -2% | 4% | -1% | -6% | 4% | -3% | -3%
Cc1ccc(-c2csc(NC(=O)Cc3ccc(F)cc3)n2)o1
 : -6% | -6%[10 µM] | ? | 5 | 2% | 11% | 29% | -20% | ? | -4% | 1%
Cc1cc(NC(=O)NCc2ccccc2)c(=O)n(Cc2ccccc2F)c1
 : 1% | 7% | 5.4µM* | 6 | 5% | ? | -6% | ? | 1% | 11% | 20%
CC(Sc1nnnn1C)C(=O)Nc1cc(S(=O)(=O)N2CCCCC2)ccc1Cl (stereo not given)
 : 6% | / | / | 6 | / | / | / | -14% | / | -5% | 4%
CN(C(=O)C1CCCN(c2ncnc3c2nc2n3CCCCC2)C1)c1cccc(Cl)c1 (stereo not given)
 : 8% | -4% | 1% | 21 | 0% | 40% | / | 0% | / | -19% | -3%
CCC(c1nnnn1C1CCCCC1)N(Cc1ccco1)Cc1cc2ccc(OC)cc2[nH]c1=O (stereo not given)
 : ? | -16% | -1% | -8 | 4% | 1% | 1% | ? | -1% | 1% | -7%
Cc1cc(C)cc(NC(=O)c2cc(S(=O)(=O)N3CCCC3)cn2C)c1
 : -2% | ? | 2% | -107* | -10% | 0% | 1% | -2% | 15% | -7% | 9%
Cc1nc(CSc2ccc(Cl)cc2)cc(N2CC(C)OC(C)C2)n1 (stereo not given)
 : 0% | 5% | -2% | -10 | 2% | -18% | / | ? | -13% | 1% | -4%
CCC(Sc1nc2ncnc(N)c2[nH]1)C(=O)O (stereo not given)
 : 0% | 2% | -1% | 1 | -1% | 11% | 6% | -13% | 10% | -3% | -1%
O=C(NC1CCSc2ccccc21)c1ccc(F)c(S(=O)(=O)N2CCOCC2)c1 (stereo not given)
 : 1% | -1% | -1% | -24 | 2% | -17% | 22% | ? | / | 9% | 6%
COc1cccc(-c2cccc(NC(=O)C3CCN(C4CCC4)CC3)c2)c1
 : -1% | 0% | 3% | -8 | -4% | 17% | -2% | -3% | 2% | 4% | 5%
CC(C)CC(NC(=O)CCl)c1ccccc1 (stereo not given)
 : 1% | -7% | 0% | 4 | -11% | -19% | 0% | ? | 5% | -2% | -1%
OCC1(CCOc2ccccc2)CCN(Cc2cn[nH]c2-c2ccc(F)cc2)CC1
 : -3% | -5% | 2% | -104* | -14% | -19% | -1% | -2% | 10% | -1% | 12%
CCN(CC)S(=O)(=O)c1ccc(N2CCOCC2)c(NC(=O)Cc2ccc(Cl)cc2)c1
 : 0% | -8% | -15% | -8 | 5% | ? | 3% | ? | -12% | 1% | 4%
CCOCCOC(=O)C1=C(C)Nc2ccc(C)cc2S1
 : -5% | / | ? | 0 | 9% | 16%[0.365 µM] | 10% | ? | -21% | 12% | 3%
COc1ccccc1NC(=S)NN1CCN(C)CC1
 : 1% | -1% | -1% | -6 | / | -10% | 4% | 0% | -8% | -2% | -2%
CCc1ccccc1NC(=O)CC(c1ccc(OC)cc1)n1cccc1 (stereo not given)
 : 12% | -6% | 4% | -12 | -4% | 18% | -1% | ? | 24% | -7% | -4%
Cc1ccc(CNC(=O)C2CC(c3cc(C(F)(F)F)cc(C(F)(F)F)c3)=NO2)o1 (stereo not given)
 : ? | 6% | -13% | ? | -5% | 33% | 12% | 1% | / | -34%[inhibitor] | -16%
O=C(c1ccco1)N(Cc1cc2ccccc2[nH]c1=O)C1CCCCC1
 : 3% | 1% | 5% | -2 | -9% | 9% | 11% | ? | -26% | -2% | -1%
CC(OC(=O)c1ccc(Cl)c(S(N)(=O)=O)c1)C(=O)NCc1ccc2c(c1)OCO2 (stereo not given)
 : 2% | / | 1% | 13 | / | / | / | -28% | / | 0% | -3%
O=C(c1ccc(Br)s1)N1CCc2ccccc2C1
 : -4% | 30% | ? | -8 | -3% | 26% | -1% | ? | / | ? | ?
O=C(O)CCc1ccc(-c2ccccc2)n1-c1ccc(C(=O)O)cc1
 : 2% | 1% | ? | 5 | -1% | -3% | / | ? | ? | -4% | 1%[1.84 µM]
Cc1onc(-c2ccccc2)c1C(=O)N(Cc1ccccc1)C(C)C
 : -3% | 8% | 1% | -17 | 0% | 13% | / | -11% | -21% | 3% | 0%
CC(C)(C)c1ccc(Oc2ccc(N)cn2)cc1
 : 6% | -25% | ? | 7 | / | -7% | 2% | 10% | / | -28% | -41%[inhibitor]
CC1=C(C(=O)Nc2cccc(C)n2)C(c2ccc3c(c2)OCO3)C2=C(CC(c3ccco3)CC2=O)N1 (stereo not given)
 : -3% | 1% | 3% | 2 | 11% | -20% | 24% | -9% | 17% | -2% | -1%
O=C(NC(=S)Nc1ccccc1Cl)c1ccco1
 : -24% | ? | 9.5µM* | -2 | -10% | 13µM* | -4% | ? | 22% | ? | ?
Cn1nnnc1SCC(=O)NC(=O)NCc1ccccc1
 : 0% | -1% | -1% | 4 | -8% | 12% | 9% | -12% | 28% | 4% | 4%
O=C(NCc1ccco1)c1noc2c1CCCCC2
 : -1% | 5% | -19% | 17 | 1% | 17% | -1% | ? | -1% | 23% | 30%
CCOC(=O)N1CCC(NC(=O)c2csc3c2CCCC3)CC1
 : 1% | -1% | 3% | 6 | -8% | -3% | -1% | -19% | 1% | -2% | 4%

Copied from the list.
COc1cccc(-c2cccc(NC(=O)C3CCN(C4CCC4)CC3)c2)c1 – KCNH2 3.1 inh: -8
Cc1cc(C)cc(NC(=O)c2cc(S(=O)(=O)N3CCCC3)cn2C)c1 – Rab9 prom act: 9%
N#CCSc1nc2c(c(C3CC=CCC3)c1C#N)CCC2 (stereo not given) – PKM2 act: -1%

Arranged by SMILES length (high to low): some entries from above
Values run as follows: Mito fusion act | VP16 counter | FLuc counter | KCNH2 3.1 inh | MBNL1-CUG inh | RORgamma inh | PKM2 act | ELG1 repair inh | Menin MLL FP TR | NPC1 promoter act | Rab9 prom act
CCN(CC)S(=O)(=O)c1ccc(N2CCOCC2)c(NC(=O)Cc2ccc(Cl)cc2)c1
 : 0% | -8% | -15% | -8 | 5% | ? | 3% | ? | -12% | 1% | 4%
CC(C)(C)c1ccc(Oc2ccc(N)cn2)cc1
 : 6% | -25% | ? | 7 | / | -7% | 2% | 10% | / | -28% | -41%[inhibitor]
O=C(NC(=S)Nc1ccccc1Cl)c1ccco1
 : -24% | ? | 9.5µM* | -2 | -10% | 13µM* | -4% | ? | 22% | ? | ?
